# Screening data from PubChem BioAssay.
# CF NFkB inh = inhibitors of PAF-induced NF-kB signaling, primary screen, cell-based, GFP fluorescence, uHTS. AID 588850, 2011. inhibition, % at 5 µM. KKLEB NF-kB-GFP reporter, GFP fluorescence overnight. actives 0.86% (n = 360,000);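 active = at least 50% inhibition at 5 µM, scaled per plate between neutral and stimulator controls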;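 note: PAF is a Pseudomonas aeruginosa culture filtrate used as stimulus; plate controls were PAF-stimulated DMSO wells for no effect and unstimulated DMSO wells for full effect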
# TROY signal inh = inhibitors of TROY-driven NF-kB signaling, primary screen, Q293 LMP1-TROYcd cells, NF-kB luciferase, uHTS | inhibition, % at 10 µM | actives 0.98% (n = 360,000) | Q293 LMP1-TROYcd NF-kB luciferase reporter, 4 h;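 active = compounds whose plate-normalised and pattern-corrected inhibition of the luciferase reporter signal at the single screening dose is 50% or more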
# TWEAK-Fn14 inh = inhibitors of TWEAK-Fn14 signaling, primary screen, luciferase reporter cells, uHTS | inhibition, % at 10 µM | actives 2% (n = 360,000) | TWEAK-stimulated Fn14 reporter cells, luciferase luminescence, 8 h; in the data active = inhibition above about 50%
# TRAIL sens C8 = viability loss with TRAIL in NB7+C8 cells, primary screen, TRAIL sensitizer project, cell-based, ATPlite luminescence; inhibition (viability loss, TRAIL sensitization), % at 10 µM; actives 1% (n = 360,000); AID 624354, 2012;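 active = compounds causing at least 50% loss of cell viability in the single-dose screen, relative to plate controls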
# NCOA3 inh = SRC3 coactivator transcriptional activity inhibitors, primary screen, cell-based, luminescence | Nuclear receptor coactivator 3 (Homo sapiens), Q9Y6Q9 | HEK293 GAL4-SRC3 luciferase reporter | inhibition, % at 3.6 µM | actives 0.17% (n = 360,000);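 active = inhibition above a per-campaign cutoff, the mean of all compounds plus 3 SD, cut at about 60% in these data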;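 note: 0% = DMSO-treated cells and 100% = gossypol-treated cells at 36 µM; higher means less SRC3-driven luciferase light from the GAL4 reporter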
# KKLEB tox = cytotoxicity in KKLEB CF airway cells, primary screen, cytotoxicity control for CF NF-kB inhibitor project, cell-based, uHTS, fluorescence assay plates; actives 0.36% (n = 360,000); AID 602141, 2011; activity change (cytotoxicity), % at 5 µM; KKLEB CF airway cells viability, ATPlite luminescence, overnight; stronger effect = lower value; cells stimulated with P. aeruginosa culture filtrate;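 active = corrected activity change at or below -50% at 5 µM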
# NR2F2 inh = NR2F2 transcriptional activity inhibitors, primary screen, cell-based, luciferase reporter, HEK293T, luminescence; COUP transcription factor 2 (Homo sapiens), P24468; HEK293T NGFI-A luciferase reporter; inhibition, % at 8.6 µM; actives 0.7% (n = 370,000);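 active = inhibition above a per-plate cutoff, mean inhibition of test wells between control levels plus 3 SD, cut at about 38% in these data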;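 note: cells cotransfected with COUP-TFII expression vector driving the NGFI-A reporter; 0% = median of COUP-TF2 test wells and 100% = reporter-only cells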
# LRH-1 inv ag = LRH-1 (NR5A2) inverse agonists, primary screen, cell-based, luminescence, HEK293T, StAR-luciferase reporter. Nuclear receptor subfamily 5 group A member 2 (Homo sapiens), O00482. AID 602396, 2012. inhibition, % at 3.6 µM. actives 0.13% (n = 360,000). LRH-1 transfected, 24 h;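 active = inhibition above the mean inhibition of all tested compounds plus 3 SD, cut at about 73% in these data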;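 note: 0% = DMSO wells and 100% = reporter-only cells lacking LRH-1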
# NCOA2 inhibitor = inhibition of GAL4-SRC2 driven luciferase reporter, primary screen, SRC2 inhibitor project, cell-based, luminescence | inhibition, % at 9 µM | Nuclear receptor coactivator 2 (Homo sapiens), Q15596 | HEK293 GAL4-SRC2 luciferase reporter | AID 651957, 2012 | actives 0.17% (n = 370,000);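 active = inhibition above the mean inhibition of all tested compounds plus 3 SD, set per campaign, cut at about 52% in these data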;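 note: 0% = DMSO treated cells and 100% = cells given Gossypol at 36 µM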
# EBV LMP1 NFkB = EBV LMP1-driven NF-kappaB luciferase reporter inhibitors, primary screen, cell-based, luminescence, single point. LMP1-induced NF-kappaB luciferase reporter cells. inhibition, % at 12.5 µM. actives 0.69% (n = 350,000). AID 504558, 2011; in the data active = inhibition above about 41%;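 note: 0% = neutral control wells and 100% = reference inhibitor control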
# SRC1 inh = SRC1 coactivator transcriptional activity inhibitors, primary screen, cell-based, luminescence; AID 588354, 2011; Nuclear receptor coactivator 1 (Homo sapiens), Q15788; actives 0.12% (n = 360,000); HEK293 GAL4-SRC1 luciferase reporter; inhibition, % at 3.6 µM;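 active = inhibition above the campaign mean plus 3 SD, with each screening campaign given its own cutoff, cut at about 60% in these data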;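 note: 0% = DMSO treated cells and 100% = gossypol at 36 µM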
# Target sequence (Q15788 whole entry, looked up, the tested form may be a part): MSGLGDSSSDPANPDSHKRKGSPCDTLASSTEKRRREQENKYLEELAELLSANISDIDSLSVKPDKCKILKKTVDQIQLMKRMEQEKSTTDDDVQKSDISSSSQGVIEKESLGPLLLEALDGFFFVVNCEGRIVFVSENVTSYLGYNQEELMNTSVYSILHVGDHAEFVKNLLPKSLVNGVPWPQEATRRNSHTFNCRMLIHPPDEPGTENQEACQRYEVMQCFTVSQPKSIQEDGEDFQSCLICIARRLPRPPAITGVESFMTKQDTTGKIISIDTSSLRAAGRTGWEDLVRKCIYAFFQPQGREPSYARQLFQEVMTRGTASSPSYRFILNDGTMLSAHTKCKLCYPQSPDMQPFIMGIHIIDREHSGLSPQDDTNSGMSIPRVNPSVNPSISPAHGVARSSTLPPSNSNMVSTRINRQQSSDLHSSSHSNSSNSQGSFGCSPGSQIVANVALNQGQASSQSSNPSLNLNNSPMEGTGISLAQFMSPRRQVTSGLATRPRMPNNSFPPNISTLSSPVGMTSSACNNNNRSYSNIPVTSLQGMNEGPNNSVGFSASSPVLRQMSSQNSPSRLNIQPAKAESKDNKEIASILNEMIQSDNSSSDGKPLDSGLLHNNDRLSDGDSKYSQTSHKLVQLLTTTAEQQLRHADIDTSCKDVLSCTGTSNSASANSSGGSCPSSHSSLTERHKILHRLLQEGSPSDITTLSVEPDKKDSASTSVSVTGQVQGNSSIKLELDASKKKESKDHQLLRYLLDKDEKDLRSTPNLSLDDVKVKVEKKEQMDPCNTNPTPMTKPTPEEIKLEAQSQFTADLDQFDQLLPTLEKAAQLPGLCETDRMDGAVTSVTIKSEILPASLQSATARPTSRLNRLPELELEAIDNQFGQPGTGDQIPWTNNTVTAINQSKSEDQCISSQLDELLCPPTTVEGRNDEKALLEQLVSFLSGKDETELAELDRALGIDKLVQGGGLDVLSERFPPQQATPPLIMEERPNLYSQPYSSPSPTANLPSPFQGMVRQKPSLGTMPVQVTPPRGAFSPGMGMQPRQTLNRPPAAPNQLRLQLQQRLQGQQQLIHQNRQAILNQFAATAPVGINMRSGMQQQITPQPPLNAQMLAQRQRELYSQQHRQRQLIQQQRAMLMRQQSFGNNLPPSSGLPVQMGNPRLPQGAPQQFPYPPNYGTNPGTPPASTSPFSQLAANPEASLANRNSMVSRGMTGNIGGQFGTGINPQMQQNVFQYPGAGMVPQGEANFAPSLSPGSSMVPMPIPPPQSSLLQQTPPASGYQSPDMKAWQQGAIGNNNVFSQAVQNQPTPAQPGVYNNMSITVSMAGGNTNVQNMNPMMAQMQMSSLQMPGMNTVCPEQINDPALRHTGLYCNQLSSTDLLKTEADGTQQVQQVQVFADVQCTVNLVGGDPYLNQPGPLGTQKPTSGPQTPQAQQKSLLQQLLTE
# * = called active by the depositor; · = no result given.
SMILES,CF NFkB inh,TROY signal inh,TWEAK-Fn14 inh,TRAIL sens C8,NCOA3 inh,KKLEB tox,NR2F2 inh,LRH-1 inv ag,NCOA2 inhibitor,EBV LMP1 NFkB,SRC1 inh
CCOc1ccc(-n2c(SCc3nc(-c4ccc(C)cc4)no3)nnc2-c2ccncc2)cc1,4,2,-10,-3,-48,-3,22,-3,-21,3,3
COc1cc(/C=N/NC(=O)c2ccncc2)ccc1OC(=O)c1cccc(Br)c1,-19,18,-6,-5,8,-5,12,-8,19,-16,-41
CC(C)Oc1cc(F)ccc1-c1cc(C(=O)Nc2cccc(Cl)c2)[nH]n1,-14,21,42,20,-25,4,-21,-7,-21,·,-11
O=C(CSc1ccc(S(=O)(=O)N2CCCC2)cn1)Nc1ccc([N+](=O)[O-])cc1C(F)(F)F,3,10,-7,-1,1,-1,-5,20,16,-5,-11
O=C(COC(=O)CNC(=O)c1ccccc1)Nc1ccc2c(c1)OCO2,16,5,-2,5,7,-5,4,3,-3,5,-51
Cc1c(C(=O)NCCSCc2c(F)cccc2Cl)cnn1-c1ccc(Cl)cc1,11,26,-22,3,-6,-6,7,-4,-2,-5,12
Cc1ccc(C(=O)O)cc1NC(=O)CSc1ncnc2sc3c(c12)CCC3,4,14,4,-32,3,-4,-16,-4,20,-4,14
Nc1cc(C(=O)OCC(=O)N2CCCC2=O)ccc1Cl,-22,-15,-25,-1,10,0,3,-4,2,-6,-8
O=C(N/N=C/c1cccs1)c1cc(-c2ccc3ccccc3c2)n[nH]1,-4,-52,10,0,-34,10,-56,-183,-44,-6,-74
CN(C(=O)COC(=O)c1cc([N+](=O)[O-])ccc1N1CCCC1)C1CCS(=O)(=O)C1 (configuration not stated),7,-4,4,3,10,-4,-4,-30,-5,-1,2
CC(C)(C)NC(=O)CSc1nc(-c2ccccc2)c(-c2ccccc2)[nH]1,23,-5,19,23,11,-10,10,-18,15,0,-3
COc1ccccc1CNC(=O)c1ccc(N(C)S(=O)(=O)c2ccc(C)cc2)cc1,23,11,3,4,5,-24,-8,2,-5,-1,-5
O=C(C1CC1)N1CCc2cc(S(=O)(=O)N3CCOCC3)ccc21,9,-4,-4,-8,-6,-2,0,13,-18,0,2
O=C1c2ccccc2C(=O)N1CCCCSc1nc2ccccc2o1,1,5,-7,-4,15,-4,-6,2,-5,-5,-7
CCCSc1nc(O)c(C(c2ccc(OC)c(O)c2)c2c(O)nc(SCCC)n(C)c2=O)c(=O)n1C,0,-11,20,-15,4,2,6,1,-10,1,-19
CC1(C)CC(=O)c2cc(NC(=O)c3ccc(F)cc3)c(=O)oc2C1,10,-24,-43,29,16,3,-19,-4,-9,1,-1
O=C(COc1ccc(S(=O)(=O)N2CCCC2)cc1[N+](=O)[O-])N1CCCC1,-52,-2,-35,-6,-1,10,2,3,-15,1,-12
Cc1cc(F)ccc1C(O)c1ncc(-c2ccccc2Cl)[nH]1 (configuration not stated),-8,-11,5,11,6,4,-15,16,5,·,-1
CC1CN(c2oc(COc3ccc(Cl)cc3Cl)nc2C#N)CC(C)O1 (configuration not stated),-14,-9,-31,0,9,3,-9,2,-12,14,-24
COc1ccc(/C=C/C(=O)NCCCN2CCOCC2)cc1,6,7,6,0,-20,-4,17,3,11,7,-7
O=C(CSc1ccc2nnc(-c3cccnc3)n2n1)NCc1ccco1,-9,-16,20,7,-28,-4,4,-11,-11,0,-10
COc1ccc(CC(=O)NNc2ncnc3c2cnn3C)cc1OC,-11,-2,10,2,11,3,5,-6,0,7,-11
CC(C)CCNC(=O)[C@H](CSCc1ccccc1)N1Cc2ccccc2C1=O,-2,-12,-12,0,1,-9,2,-12,-11,-1,10
COc1ccc(OCC(=O)Nc2ccc(NC(=O)c3cccs3)c(OC)c2)cc1,-4,-18,9,-2,5,2,13,8,-9,-5,-10
COc1ccc(CC(=O)NN2C(=O)c3ccccc3C2=O)cc1,-9,-31,-4,-5,3,10,-1,3,9,8,-3
O=C(NC1CCCC1)C1CCCN1S(=O)(=O)c1cccc2cccnc12 (configuration not stated),-26,-17,6,2,13,10,-9,11,-13,1,-7
CCC(=Nc1ccccc1O)C1=C(O)CC(c2ccccc2)CC1=O (configuration not stated),4,-17,-4,-43,7,4,-1,12,-8,-6,-48
COc1ccc(C)cc1NC(=O)c1ccc(-c2ccc(C(C)=O)cc2)o1,-28,18,-13,-9,2,2,·,-7,·,-1,-5
COc1ccc(OC)c(NC(=O)Cn2c(C)nc3ccccc3c2=O)c1,7,6,9,4,16,0,-13,8,20,-5,-11
CC1C(c2ccccc2)OCCN1C=NC#N (configuration not stated),15,-6,-6,-2,-18,-7,-1,12,-4,6,-1
Cc1ccccc1CNC(=O)C(=O)NCCC1CCCCN1S(=O)(=O)c1cccs1 (configuration not stated),-36,-2,7,15,6,1,5,-19,7,3,15
CCn1cc(CNC(=O)c2c(-c3c(Cl)cccc3Cl)noc2C)c(C)n1,12,5,16,-8,0,-10,-19,3,-25,-3,-12
C#CCOC(=O)c1ccccc1C(=O)O,-4,-12,-1,-9,-13,3,-15,13,-2,-3,-6
CC(Oc1ccc(-c2ccccc2)cc1)C(=O)N1CCOCC1 (configuration not stated),-12,-29,-10,5,26,0,5,4,-18,3,-28
CCCCn1c(N)c(N(CC(C)C)C(=O)CCNC(=O)c2ccc([N+](=O)[O-])cc2)c(=O)[nH]c1=O,21,8,-4,-6,1,-19,1,3,-5,-2,6
ClCCn1cnc2c(SCc3ccccc3Cl)ncnc21,1,-17,-66,13,-45,8,-89,21,2,37,21
C[C@H]1CN=C(Nc2ccccc2)N1CC1CCC1,-6,-24,-11,-2,-11,18,-1,-10,0,9,4
CO/N=C(/COc1ccc(F)cc1)c1ccc(OC)cc1,10,-6,-5,-11,8,-2,5,-8,-17,2,-2
CCCCC(CC)CNC(=O)CCS(=O)(=O)c1cccc2nsnc12 (configuration not stated),5,-1,11,-9,4,-2,21,-35,22,-1,-15
CCOC(=O)N1CCN(S(=O)(=O)N2CCCC(C(=O)NCc3ccc(C)cc3)C2)CC1 (configuration not stated),-24,2,-11,12,24,5,-1,-11,-8,0,8
CCc1cc(=O)[nH]c(SCC(=O)NCc2ccc3c(c2)OCO3)n1,-23,12,-11,-6,12,-4,3,19,-14,7,27
CC(C)(C)c1ccc(OCC(O)CSc2ncn[nH]2)cc1 (configuration not stated),22,-1,24,-23,-7,9,8,-70,34,-23,-49
COc1ccc(CC(=O)Nc2cccc3ccccc23)cc1OC,6,0,16,-4,13,0,10,2,20,-1,5
O=C(Nc1ccccc1C(=O)NC(Cc1ccccc1)C(=O)NC1CCCCCC1)c1ccccc1 (configuration not stated),10,-3,29,2,-11,-6,-2,4,4,0,-18
Cn1cc(Cl)c(/C(N)=N/OC(=O)c2ccccc2C(F)(F)F)n1,-4,-44,-18,5,-71,-1,-35,-48,-41,-18,-44
CCOC(=O)CSc1ccc(-c2nc3cc(C)c(C)cc3[nH]2)cn1,-17,3,42,47,-52,11,-13,-21,-34,4,-31
COc1cccc(NC(=O)CN(C)C(=O)c2cc(-c3ccccc3)nc3ccc(C)cc23)c1,-6,0,33,16,2,4,-5,-3,-9,3,0
CC(C)Oc1cccc(C(=O)Nc2ncn[nH]2)c1,10,-13,-29,-4,-17,7,11,-7,-54,-4,-8
O=C(NCC1COc2ccccc2O1)c1cc(S(=O)(=O)N2CCOCC2)c(Cl)cc1Cl (configuration not stated),-11,3,5,15,-16,13,23,-14,10,-2,10

# Reformatted: 2 of the compounds above.
SMILES	CF NFkB inh	TROY signal inh	TWEAK-Fn14 inh	TRAIL sens C8	NCOA3 inh	KKLEB tox	NR2F2 inh	LRH-1 inv ag	NCOA2 inhibitor	EBV LMP1 NFkB	SRC1 inh
CC(C)(C)c1ccc(OCC(O)CSc2ncn[nH]2)cc1 (configuration not stated)	22	-1	24	-23	-7	9	8	-70	34	-23	-49
COc1ccc(CC(=O)Nc2cccc3ccccc23)cc1OC	6	0	16	-4	13	0	10	2	20	-1	5

# Entries above that contain an NH in an aromatic ring, in the order listed:
SMILES,CF NFkB inh,TROY signal inh,TWEAK-Fn14 inh,TRAIL sens C8,NCOA3 inh,KKLEB tox,NR2F2 inh,LRH-1 inv ag,NCOA2 inhibitor,EBV LMP1 NFkB,SRC1 inh
CC(C)Oc1cc(F)ccc1-c1cc(C(=O)Nc2cccc(Cl)c2)[nH]n1,-14,21,42,20,-25,4,-21,-7,-21,·,-11
O=C(N/N=C/c1cccs1)c1cc(-c2ccc3ccccc3c2)n[nH]1,-4,-52,10,0,-34,10,-56,-183,-44,-6,-74
CC(C)(C)NC(=O)CSc1nc(-c2ccccc2)c(-c2ccccc2)[nH]1,23,-5,19,23,11,-10,10,-18,15,0,-3
Cc1cc(F)ccc1C(O)c1ncc(-c2ccccc2Cl)[nH]1 (configuration not stated),-8,-11,5,11,6,4,-15,16,5,·,-1
CCCCn1c(N)c(N(CC(C)C)C(=O)CCNC(=O)c2ccc([N+](=O)[O-])cc2)c(=O)[nH]c1=O,21,8,-4,-6,1,-19,1,3,-5,-2,6
CCc1cc(=O)[nH]c(SCC(=O)NCc2ccc3c(c2)OCO3)n1,-23,12,-11,-6,12,-4,3,19,-14,7,27
CC(C)(C)c1ccc(OCC(O)CSc2ncn[nH]2)cc1 (configuration not stated),22,-1,24,-23,-7,9,8,-70,34,-23,-49
CCOC(=O)CSc1ccc(-c2nc3cc(C)c(C)cc3[nH]2)cn1,-17,3,42,47,-52,11,-13,-21,-34,4,-31
CC(C)Oc1cccc(C(=O)Nc2ncn[nH]2)c1,10,-13,-29,-4,-17,7,11,-7,-54,-4,-8
